Screening data deposited in PubChem by several laboratories.
Mtb FBA inh: Mtb FBA enzyme inhibitors, primary screen, biochemical, fluorescence, strain H37Rv. purified M. tuberculosis FBA, fluorescence read-out. Fructose-bisphosphate aldolase (Mycobacterium tuberculosis (strain ATCC 25618 / H37Rv)), …. hit rate 2.3% among 360,000. inhibition, % at 1 µM; in the data active = inhibition above about 27%;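 note: 0% = vehicle and 100% = reference inhibitor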
Target sequence (P9WQA3 whole entry, looked up): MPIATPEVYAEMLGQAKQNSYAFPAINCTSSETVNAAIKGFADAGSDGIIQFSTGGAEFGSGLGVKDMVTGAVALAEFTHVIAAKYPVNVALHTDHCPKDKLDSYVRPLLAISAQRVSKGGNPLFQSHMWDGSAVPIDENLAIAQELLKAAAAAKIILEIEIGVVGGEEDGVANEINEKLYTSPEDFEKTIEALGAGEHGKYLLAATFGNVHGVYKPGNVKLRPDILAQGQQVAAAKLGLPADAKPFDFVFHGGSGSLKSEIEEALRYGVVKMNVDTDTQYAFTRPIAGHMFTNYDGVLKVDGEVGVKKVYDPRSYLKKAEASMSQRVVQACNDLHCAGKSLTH
MazEF act: activators of E. coli MazEF toxin-antitoxin RNase, primary screen, biochemical, fluorescence, uHTS. hit rate 0.32% among 350,000. activation, % at 20 µM. FAM/BHQ RNA-DNA oligo cleavage fluorescence, 5 h; in the data active = activation above about 50%
Target sequence (P0AE70 whole entry, looked up): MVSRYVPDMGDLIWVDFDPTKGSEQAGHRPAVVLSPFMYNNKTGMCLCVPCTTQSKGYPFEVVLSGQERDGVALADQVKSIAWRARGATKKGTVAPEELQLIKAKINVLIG
Vc quorum ag: inducers of Vibrio cholerae quorum light production without autoinducers, primary screen, BH1578 luxS cqsA deficient, single point; activation, % at 18.7 µM; hit rate 0.16% among 350,000; V. cholerae BH1578 lux reporter, luminescence, 6 h; in the data active = activation mostly above about 9.7%, no sharp cut-off; note: not every result past the cut was called active; inactives centre near 0; reference of the scale not given here
GDH-TPI counter: GDH-TPI coupling enzyme inhibitors, primary screen, artefact control for M. tuberculosis FBA inhibitor project, biochemical, absorbance, full deck; GDH-TPI coupled enzyme counterscreen, NADH absorbance; inhibition, % at 4.8 µM; hit rate 1.2% among 360,000; in the data active = inhibition above about 30%;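 note: 0% = DMSO wells and 100% = wells lacking the enzyme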
UGM FP inh: M. tuberculosis UGM enzyme inhibitors, primary screen, biochemical, fluorescence polarization, single point; AID 504406, 2011; purified UGM, fluorescence polarization probe displacement; inhibition, % at 10 µM; hit rate 0.06% among 320,000; in the data active = inhibition above about 10%, passing the limit was not always enough
DUSP3 inh: VHR1 phosphatase inhibitors, primary screen, biochemical, absorbance, uHTS; AID 1654, 2009; recombinant VHR phosphatase, pNPP absorbance; Dual specificity protein phosphatase 3 (Homo sapiens), P51452; hit rate 0.52% among 290,000; inhibition, % at 13.3 µM; in the data active = inhibition above about 50%; note: some compounds called inactive have numbers as strong as hits
Target sequence (P51452 whole entry, looked up): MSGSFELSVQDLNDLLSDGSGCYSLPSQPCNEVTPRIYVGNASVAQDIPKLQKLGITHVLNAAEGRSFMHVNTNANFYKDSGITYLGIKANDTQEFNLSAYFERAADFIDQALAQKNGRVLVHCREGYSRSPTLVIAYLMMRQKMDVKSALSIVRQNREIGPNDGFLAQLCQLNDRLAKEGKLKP
BioA inh: M. tuberculosis BioA enzyme inhibitors, primary screen, biochemical, plate reader, single point, HTS. 7,8-diaminopelargonic acid synthase BioA (Mycobacterium tuberculosis). purified M. tuberculosis BioA enzyme. inhibition, % at 9.99 µM. hit rate 0.096% among 360,000; in the data active = inhibition above about 40%
SARS 3CLpro inh: SARS-CoV 3CLpro protease inhibitors, primary screen, biochemical, quenched FRET; recombinant SARS-CoV 3CLpro, quenched FRET peptide cleavage; inhibition, % at 6 µM; hit rate 0.14% among 290,000; AID 1706, 2009; in the data active = inhibition above about 12%
PriA SSB inh: inhibitors of Klebsiella pneumoniae PriA binding to SSB C-terminal tail, primary screen, biochemical, AlphaScreen | PriA–SSB C-terminal tail interaction (Klebsiella pneumoniae) | AlphaScreen SSBct-PriA binding, biotinylated peptide | inhibition, % at 33 µM | hit rate 0.6% among 430,000; in the data active = inhibition mostly above about 37%, no sharp cut-off; inactive = mostly below about 20%;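 note: plate controls were negative control peptide for no effect and reference peptide for full effect; strong numbers were not always called active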
Rv3671c protease: Rv3671c serine protease inhibitors, primary screen, biochemical, fluorescence polarization, M. tuberculosis H37Rv; P9WHR9; inhibition, % at 5.96 µM; hit rate 0.048% among 320,000; AID 2606, 2010; in the data active = inhibition above about 38%;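 note: extracellular domain of Rv3671c used as enzyme; 0% = enzyme with DMSO and 100% = no enzyme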
Starred values were filed as active, the others as inactive; i = inactive; nt = no result given. A portion of the library (hit frequency here may not be typical).

Sequence of screens – Mtb FBA inh | MazEF act | Vc quorum ag | GDH-TPI counter | UGM FP inh | DUSP3 inh | BioA inh | SARS 3CLpro inh | PriA SSB inh | Rv3671c protease
> O=C(Cc1sc(-c2ccccc2)nc1-c1ccccc1)Nc1ccc(Cl)cc1
→ -7 | -13 | -0.1 | 2 | 5.1 | 18 | -0.1 | -1 | -12 | 0
> Cc1ccccc1NC(=S)NCc1ccc2c(c1)cc(C)n2C
→ 0 | 9 | -0.2 | 3 | -1.1 | -7 | -1.1 | 0 | 36 | -6
> CC1CCCC(NC(=O)CCN2C(=O)COc3ccccc32)C1C (centres undefined)
→ 3 | 6 | 0.6 | 15 | nt | nt | -1.2 | nt | nt | nt
> O=C(Nc1ccccc1-c1nnn(CC(=O)N2CCCc3ccccc32)n1)c1ccco1
→ -2 | 0 | -3.2 | 1 | 0.3 | 19 | -2.8 | 7 | 0 | -19
> O=C(Cn1c(-c2ccccc2Cl)nc2ccccc21)Nc1cccc(Cl)c1
→ 0 | 1 | 4.2 | -1 | nt | 8 | nt | -2 | 8 | -17
> CCOc1ccc(NC(=O)CCCn2nc(C)c3c(C)n(-c4ccccc4)nc3c2=O)cc1
→ -5 | 7 | -0.4 | -5 | 0.3 | 15 | 0.5 | -5 | 2 | -2
> O=C(Cn1c2c(c(-c3ccccc3Cl)cc1=O)CCC2)NCCCN1CCOCC1
→ 15 | 6 | -0.4 | 31* | -0.4 | 2 | -0.5 | -3 | -10 | -2
> CCOC(=O)N1CCN(C(=O)COc2ccc3ccccc3c2Br)CC1
→ 2 | -1 | i | 3 | 3.3 | 7 | 1.8 | 0 | -8 | nt
> Cc1nc2cc(C(F)(F)F)ccc2n1C1CCN(Cc2nnnn2Cc2ccc3c(c2)OCO3)CC1
→ -5 | -1 | -3.8 | 6 | -0.7 | -16 | nt | -5 | -6 | -5
> Cc1cc(Cc2c(O)[nH]c(=S)[nH]c2=O)ccc1OC(C)C
→ 1 | 1 | -0.4 | 1 | 2.8 | 34 | 0.4 | 1 | -4 | 0
> CC(C)(C)c1ccc(C(=O)Nc2ccc3c(c2)C(=O)NC3=O)cc1
→ 2 | -9 | 4.1 | -1 | -0.8 | 10 | -1.6 | -2 | -6 | 7
> COc1ccc(-c2cc(N3C(=O)Nc4ccccc4N3O)n[nH]2)c(OC)c1
→ 0 | 4 | -1.2 | -6 | 0.5 | -7 | -0.5 | -3 | -10 | 5
> COc1ccc(C(=O)N2CCCC(c3cc(C(=O)NCc4ccc(F)cc4)no3)C2)cc1 (centres undefined)
→ 2 | nt | -0.7 | 11 | nt | nt | 2.3 | nt | nt | nt
> CCCCn1c(N)c(N(CCC(C)C)C(=O)C2CSC3(C)CCC(=O)N23)c(=O)[nH]c1=O (centres undefined)
→ 1 | 5 | -1.4 | -2 | -0.8 | nt | -1.0 | nt | -7 | -3
> CCc1ccc(S(=O)(=O)N/N=C(/C)c2ccncc2)cc1
→ -1 | 6 | -0.2 | 9 | 3.2 | 7 | -1.3 | 0 | nt | -8
> Cc1[nH]n(-c2ccccc2)c(=O)c1N=Nc1c(Cl)cccc1Cl
→ 0 | 5 | i | 4 | 3.5 | 59* | -5.8 | 2 | 2 | -6
> COc1ccccc1/C=C1/SC(=S)N(C(C)C(=O)NC2C=CS(=O)(=O)C2)C1=O (centres undefined)
→ -4 | -1 | -0.7 | 14 | 0.4 | -25 | 1.0 | 2 | 0 | -19
> CCNC(=O)C1(C)CCN(C(=O)c2cccc(C(F)(F)F)c2)C1 (centres undefined)
→ -1 | nt | -1.0 | 4 | nt | nt | -0.8 | nt | nt | nt
> COC(=O)[C@H]1C[C@@H](c2ccccc2)[C@H](C)C1(C)C
→ 2 | 1 | -2.1 | -9 | 0.0 | nt | -0.8 | nt | 0 | -11
> COc1ccc(Cl)cc1NC(=O)CSc1nnc(-c2ccncc2)n1CC1CCCO1 (centres undefined)
→ -2 | 2 | -0.3 | 4 | -3.3 | 0 | 2.0 | 4 | -6 | -8

In another format: entries from further up
molecule	Mtb FBA inh	MazEF act	Vc quorum ag	GDH-TPI counter	UGM FP inh	DUSP3 inh	BioA inh	SARS 3CLpro inh	PriA SSB inh	Rv3671c protease
CC(C)(C)c1ccc(C(=O)Nc2ccc3c(c2)C(=O)NC3=O)cc1	2	-9	4.1	-1	-0.8	10	-1.6	-2	-6	7
COc1ccc(-c2cc(N3C(=O)Nc4ccccc4N3O)n[nH]2)c(OC)c1	0	4	-1.2	-6	0.5	-7	-0.5	-3	-10	5

(continued)
Sequence of screens – Mtb FBA inh | MazEF act | Vc quorum ag | GDH-TPI counter | UGM FP inh | DUSP3 inh | BioA inh | SARS 3CLpro inh | PriA SSB inh | Rv3671c protease
> Cc1ccn(S(=O)(=O)c2ccc(C(C)(C)C)cc2)n1
→ -4 | -23 | 4.8 | 10 | 3.3 | -7 | 1.3 | 0 | -17 | -1
> Cc1ccc(C(=O)N2NC(c3ccccc3F)C3C(=O)N(c4cccc(C)c4)C(=O)C32)cc1 (centres undefined)
→ -2 | -22 | i | 0 | 2.0 | 15 | -2.1 | 6 | -9 | 2
> Cc1ccc(S(=O)(=O)NC(N)=NCCc2ccc(Cl)cc2)cc1
→ 7 | -6 | 2.3 | 0 | 0.5 | -6 | nt | -4 | -2 | -4
> COc1ccc(-n2c(SCC(=O)Nc3cccc(S(N)(=O)=O)c3)nc3ccccc3c2=O)cc1OC
→ 2 | -2 | i | 21 | -5.6 | -1 | 5.5 | 2 | 11 | 1
> COc1cccc(-c2ccc(NC(=O)C3CCCN(Cc4ccccn4)C3)cc2)c1 (centres undefined)
→ -3 | -5 | -0.6 | 0 | nt | nt | 1.0 | nt | nt | nt
> Cc1cccc(NC(=S)NC(=O)c2ccc(Br)o2)c1
→ 1 | 5 | 0.9 | -4 | -0.3 | 26 | -0.6 | 3 | -11 | -1
> Cc1ccc(NS(=O)(=O)c2cccc(C(=O)O)c2)cc1S(=O)(=O)N1CCCCC1
→ 1 | -2 | -0.3 | 9 | 6.8 | -10 | nt | 7 | -4 | -3
> COCCn1nnnc1C(c1cc2c(C)cc(C)cc2[nH]c1=O)N1CCCCCC1 (centres undefined)
→ 3 | 5 | i | 11 | -0.6 | -29 | -0.3 | -2 | 9 | -2
> O=C(NC12CC3CC(CC(C3)C1)C2)c1cncc(O)c1
→ 7 | -2 | i | 12 | 3.5 | -2 | 0.2 | 2 | -18 | 3
> CC(C)CNC(=O)C(=O)NCC(c1ccc2c(c1)OCO2)N1CCOCC1 (centres undefined)
→ 1 | 5 | -2.7 | -1 | -1.4 | 7 | -0.2 | -4 | -9 | -2
> O=c1c2ccc(Cl)cc2nc2n1CC/C2=C\c1cccc(O)c1
→ 0 | 11 | -2.2 | 12 | -2.5 | -41 | -0.6 | -2 | -8 | -27
> COc1ccc(S(=O)(=O)N2CCC3(CC2)OCCN3S(=O)(=O)c2ccccc2)cc1OC
→ 1 | -5 | -6.2 | 2 | 4.8 | nt | -3.8 | nt | -4 | 2
> CCC(=O)Nc1ccc(Cl)c(NC(=S)NC(=O)c2ccco2)c1
→ -1 | 0 | -0.1 | 1 | -1.6 | 2 | nt | -2 | -15 | -9
> COc1ccc(Cl)cc1C(=O)OCC(=O)c1ccc[nH]1
→ 4 | 1 | 0.5 | 11 | 1.3 | nt | -2.4 | nt | -8 | 4
> FC(F)(F)c1cnc(N2CCN(C(=S)NCc3ccccc3)CC2)c(Cl)c1
→ -1 | 9 | -0.4 | 8 | -0.4 | 18 | nt | 4 | -14 | -11
> Cc1ccccc1Nc1ccc2nonc2c1[N+](=O)[O-]
→ 1 | -1 | -10 | 2 | 1.3 | 6 | -0.9 | -1 | -7 | nt
> CC1CN(CC(=O)c2ccccc2Cl)CC(C)O1 (centres undefined)
→ 1 | -2 | -0.8 | 6 | 4.5 | nt | -1.1 | 5 | -2 | 0
> O=[N+]([O-])c1ccc2nc(N3CCCC3)sc2c1
→ -6 | 33 | 0.8 | 9 | -1.0 | 14 | -0.2 | 0 | 7 | -6
> Cc1cc(C)c(C(=O)NC2CC(C)(C)Cc3c2cnn3-c2cccc(F)c2)[nH]1 (centres undefined)
→ -1 | 2 | -0.5 | -5 | nt | 21 | 9.7 | 1 | 11 | nt
> Cc1cc(C(=O)Nc2ccc3c(c2)OCO3)no1
→ -2 | 2 | -0.1 | 4 | -3.3 | -11 | 0.4 | -2 | -5 | -3
> CCOC(=O)c1cnc(SCC(=O)Nc2cccc(OC)c2)nc1N
→ -2 | -4 | i | -2 | 0.6 | -6 | 6.1 | 2 | 5 | 6
> CN(C)c1ccc2c3c(ccc(N(C)C)c13)C(=O)OC2
→ 0 | -3 | -0.6 | 7 | 0.1 | 37 | -1.0 | -1 | -8 | 1
> CCOC(=O)c1nnc(-c2ccccc2)nc1NCc1ccc(Cl)cc1
→ -2 | 0 | -0.4 | 19 | 1.6 | 29 | 0.5 | 0 | -3 | 4

Among those listed so far, 9 have an aryl methoxy group:
Sequence of screens – Mtb FBA inh | MazEF act | Vc quorum ag | GDH-TPI counter | UGM FP inh | DUSP3 inh | BioA inh | SARS 3CLpro inh | PriA SSB inh | Rv3671c protease
> COc1ccc(-c2cc(N3C(=O)Nc4ccccc4N3O)n[nH]2)c(OC)c1
→ 0 | 4 | -1.2 | -6 | 0.5 | -7 | -0.5 | -3 | -10 | 5
> COc1ccc(C(=O)N2CCCC(c3cc(C(=O)NCc4ccc(F)cc4)no3)C2)cc1 (centres undefined)
→ 2 | nt | -0.7 | 11 | nt | nt | 2.3 | nt | nt | nt
> COc1ccccc1/C=C1/SC(=S)N(C(C)C(=O)NC2C=CS(=O)(=O)C2)C1=O (centres undefined)
→ -4 | -1 | -0.7 | 14 | 0.4 | -25 | 1.0 | 2 | 0 | -19
> COc1ccc(Cl)cc1NC(=O)CSc1nnc(-c2ccncc2)n1CC1CCCO1 (centres undefined)
→ -2 | 2 | -0.3 | 4 | -3.3 | 0 | 2.0 | 4 | -6 | -8
> COc1ccc(-n2c(SCC(=O)Nc3cccc(S(N)(=O)=O)c3)nc3ccccc3c2=O)cc1OC
→ 2 | -2 | i | 21 | -5.6 | -1 | 5.5 | 2 | 11 | 1
> COc1cccc(-c2ccc(NC(=O)C3CCCN(Cc4ccccn4)C3)cc2)c1 (centres undefined)
→ -3 | -5 | -0.6 | 0 | nt | nt | 1.0 | nt | nt | nt
> COc1ccc(S(=O)(=O)N2CCC3(CC2)OCCN3S(=O)(=O)c2ccccc2)cc1OC
→ 1 | -5 | -6.2 | 2 | 4.8 | nt | -3.8 | nt | -4 | 2
> COc1ccc(Cl)cc1C(=O)OCC(=O)c1ccc[nH]1
→ 4 | 1 | 0.5 | 11 | 1.3 | nt | -2.4 | nt | -8 | 4
> CCOC(=O)c1cnc(SCC(=O)Nc2cccc(OC)c2)nc1N
→ -2 | -4 | i | -2 | 0.6 | -6 | 6.1 | 2 | 5 | 6
